Screens (PubChem BioAssay)
KLK7 zymogen act: activators of human kallikrein-7 zymogen; AID 652039; activation, % at 7 µM; P49862; purified proKLK7, EDANS-DABCYL substrate fluorescence; 100% is mature enzyme control, 0% vehicle; 370,000 tested, 0.9% active;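 active = activation above the mean of all tested compounds plus 3 SD, computed per campaign excluding outliers beyond control limits, cut at about 13% in these data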
LEDGF integ inh: blocks HIV-1 LEDGF/p75-dependent DNA integration; TR-FRET IN-LEDGF/p75 DNA integration, Eu/Cy5; inhibition, % at 3.7 µM; 370,000 tested, 0.64% active; AID 743269;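 active = inhibition above the screen-wide mean plus 3 SD, cut at about 13% in these data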;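 note: signal is the Cy5 over europium emission ratio at 671 and 618 nm; 0% = plate median of compound wells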
ARFGAP1 inh: inhibits rat ARF GTPase activating protein 1; inhibition, % at 16.5 µM; Arfgap1-stimulated ARF1 GTP hydrolysis, GDP FP detection; Q62848; 360,000 tested, 0.26% active;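 active = inhibition above a per-plate limit, mean inhibition of low control wells plus 3 SD, cut at about 25% in these data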;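 note: 0% = DMSO wells with enzyme and 100% = wells lacking Arfgap1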
Target sequence (Q62848 1-136 limits assumed): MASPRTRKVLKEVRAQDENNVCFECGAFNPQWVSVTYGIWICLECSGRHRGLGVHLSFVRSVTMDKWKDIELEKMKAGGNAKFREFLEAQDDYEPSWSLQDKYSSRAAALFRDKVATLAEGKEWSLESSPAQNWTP
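Repeats: one replicate per compound; assay system: rat Arfgap1 catalytic domain, aa 1-136; times: enzyme reaction 120 min at 25 °C after 20 min preincubation; detection: FP of antibody-bound GDP Alexa 633 tracer, ex 620/em 688 nm; benchmarks: high control wells lacking Arfgap1, low control full reaction with DMSO; reagent: human ARF1(Δ1-17)-GTP substrate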
PLC-gamma1 inh: blocks human PLC-gamma1 enzyme activity | P19174 | purified PLC-gamma1, fluorogenic substrate, fluorescence | inhibition, % at 12.2 µM | 370,000 tested, 0.84% active; in the data active = inhibition above about 9.5%
ADAM17 inh: inhibitors of human ADAM17. P78536. inhibition, % at 6.95 µM. recombinant ADAM17, EDANS/DABCYL FRET peptide cleavage. 370,000 tested, 0.83% active;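 active = inhibition above the mean of compounds lying between control limits plus 3 SD, set per campaign, cut at about 8.5% in these data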;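 note: 0% = DMSO-only wells as the low control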
ASAP1 inh: inhibitors of human ASAP1 ArfGAP activity; ASAP1-stimulated ARF1 GTP hydrolysis, GDP FP detection; inhibition, % at 16.5 µM; 360,000 tested, 0.19% active; Q9ULH1; in the data active = inhibition above about 25%;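 note: 0% = vehicle with enzyme and substrate and 100% = no enzyme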
Target sequence (Q9ULH1 325-724 limits assumed): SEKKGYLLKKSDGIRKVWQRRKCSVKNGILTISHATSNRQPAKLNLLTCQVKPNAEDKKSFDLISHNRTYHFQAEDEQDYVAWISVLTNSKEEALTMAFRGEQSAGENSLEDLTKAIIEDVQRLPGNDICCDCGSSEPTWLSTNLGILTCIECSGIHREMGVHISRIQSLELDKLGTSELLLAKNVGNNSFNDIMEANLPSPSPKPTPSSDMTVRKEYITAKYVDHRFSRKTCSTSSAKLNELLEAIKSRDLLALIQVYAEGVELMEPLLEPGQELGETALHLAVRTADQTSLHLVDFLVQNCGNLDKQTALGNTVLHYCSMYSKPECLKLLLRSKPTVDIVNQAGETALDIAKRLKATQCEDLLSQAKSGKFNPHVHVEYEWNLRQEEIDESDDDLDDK
DDE Tn6 FP inh: DD(E)-Tn6 binding inhibition, primary FP screen; P02675; Fibrin DD(E) TRITC-Tn6 fluorescence polarization displacement; inhibition, % at 8.3 µM; 370,000 tested, 0.21% active;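 active = inhibition above a per-campaign cutoff: mean of compounds within control limits plus 3 SD, cut at about 15% in these data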;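 note: 0% = median of all compound wells on the plate and 100% = blocking peptide control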
TDP2 absorb: TDP2 (human) inhibition, absorbance primary screen | O95551 | recombinant TDP2, T5PNP hydrolysis, p-nitrophenol absorbance 415 nm | inhibition, % at 12.8 µM | 370,000 tested, 0.34% active | AID 720702;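 active = inhibition above the mean of all tested compounds plus 3 SD, set per campaign, cut at about 25% in these data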;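 note: 0% = DMSO with enzyme and 100% = buffer with substrate but no TDP2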
Target sequence (O95551 whole entry, looked up): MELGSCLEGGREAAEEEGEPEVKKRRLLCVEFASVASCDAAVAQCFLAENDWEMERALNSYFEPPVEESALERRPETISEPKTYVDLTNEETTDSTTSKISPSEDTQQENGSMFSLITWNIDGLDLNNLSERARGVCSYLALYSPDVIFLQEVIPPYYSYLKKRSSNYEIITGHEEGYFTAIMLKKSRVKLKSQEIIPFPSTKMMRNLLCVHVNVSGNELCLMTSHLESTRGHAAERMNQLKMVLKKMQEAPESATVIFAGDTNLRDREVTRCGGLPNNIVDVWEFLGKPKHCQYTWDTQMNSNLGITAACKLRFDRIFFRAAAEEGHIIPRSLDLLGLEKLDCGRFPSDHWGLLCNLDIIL
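Test system: Human TDP2 enzyme | Reagent: 5 mM T5PNP | Compound dosing: 12.8 µM single point, 1% DMSO | Incubation: Enzyme reaction with compound for 2 h at 37 °C | Technique: p-Nitrophenol epi absorbance | Read-out: % inhibition relative to enzyme-containing and enzyme-free wells | Benchmarks: High control without enzyme, low control DMSO plus TDP2 | Replicates: Singlicate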
ADAM10 inh: inhibits human ADAM10; recombinant ADAM10, EDANS/DABCYL FRET peptide cleavage, 3 h; AID 720582; 370,000 tested, 0.62% active; O14672; inhibition, % at 7 µM;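 active = inhibition above a per-campaign cutoff equal to the mean of compounds falling between control-based bounds plus 3 SD, cut at about 20% in these data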;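 note: 0% = DMSO wells while the 100% control is not disclosed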
Tn7 DDE FP: disrupts Tn7 cyclic peptide binding to fibrin D-Dimer-E complex; 370,000 tested, 0.13% active; AID 720508; inhibition, % at 8.3 µM; FP displacement of FITC-Tn7 peptide from fibrin DD(E); 0% = median of compound wells per plate; P02675;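 active = inhibition above the mean of compounds falling within the control limits plus 3 SD of them, cut at about 14% in these data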;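 note: 0% = plate median of compound wells and 100% = 10 µM Aha-Tn7 peptide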
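Test system – human fibrin DD(E) · Times – 10 min preincubation, 3 h with tracer, room temperature · Detection – fluorescence polarization of the labelled Tn7 tracer · Measure – percent inhibition normalized to high-control wells · Benchmarks – high control wells with 10 µM unlabelled Aha-Tn7 peptide (full inhibition) · Repeats – singlicate testing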
Numbers without * were called inactive; i = inactive; nt = not tested or not shown.

SMILES | KLK7 zymogen act | LEDGF integ inh | ARFGAP1 inh | PLC-gamma1 inh | ADAM17 inh | ASAP1 inh | DDE Tn6 FP inh | TDP2 absorb | ADAM10 inh | Tn7 DDE FP
CC(C(=O)N(C)C1CCCCC1)N1CCC(C(N)=O)CC1 (stereo unspecified) | 0.4 | -2.3 | -5.7 | 1.6 | -0.7 | -5.7 | -4.1 | 5.6 | -2.0 | 4.7
COc1ccc(-c2cc(C(=O)N3CCN(C(c4ccccc4)c4ccccc4)CC3)no2)cc1OC | -0.6 | 6.6 | -1.1 | 4.0 | 1.4 | 3.3 | -1.2 | -4.4 | 7.9 | 1.4
COc1cccc(-c2cnc(C(O)c3c(C)cc(C)cc3C)[nH]2)c1 (stereo unspecified) | -0.7 | 2.1 | -5.2 | 2.2 | 2.1 | 0.6 | 4.0 | 7.7 | 3.5 | -5.7
Cc1ccccc1Nc1ncnc(N)n1 | 0.1 | -1.1 | -8.8 | -0.9 | -5.0 | 0.2 | 7.1 | 11.8 | -0.8 | 0.0
CN1CCCN(C(=O)Cc2c(Cl)cccc2Cl)c2nc3ccccc3nc21 | -1.4 | -0.1 | 11.4 | -60.6 | -17.1 | 2.4 | 1.0 | 0.6 | -37.6 | 4.8
Cc1c(C(C)NC(=O)c2ccc3nc(Cc4ccccc4F)oc3c2)cnn1C (stereo unspecified) | 0.1 | -2.3 | 0.1 | -1.2 | -4.8 | 2.0 | 5.7 | 18.6 | -6.9 | -1.7
CCc1nc2c(OCc3ccc(C(F)(F)F)cc3)cccn2c1N(C)C(C)=O | 0.8 | 0.8 | 1.1 | -7.8 | -7.6 | -3.3 | -3.2 | -4.4 | -25.4 | -1.0
Cc1n[nH]c(C)c1S(=O)(=O)N1CCCC(C(=O)NCc2ccc(F)cc2)C1 (stereo unspecified) | 0.4 | 4.8 | 3.1 | 4.0 | -3.0 | 7.3 | -0.6 | -11.6 | -3.5 | -2.8
S=C(NCCC(c1ccccc1)c1ccccc1)Nc1cccc(Cl)c1 | -0.1 | -3.0 | 9.6 | -1.6 | 4.5 | 4.2 | -2.8 | -1.7 | 11.6 | -2.2
CCOC(=O)C1CCCN(C(=O)C2CCN(Cc3nc(-c4ccc(Cl)cc4)oc3C)CC2)C1 (stereo unspecified) | 0.2 | -2.1 | 3.1 | -0.4 | -4.4 | 5.6 | -2.3 | -1.4 | -5.8 | 1.1
COc1ccc(S(=O)(=O)N2CCCCC2)cc1NC(=O)c1ccc(C)cc1 | 0.0 | -3.1 | -1.9 | 4.0 | -0.1 | 11.0 | 9.4 | -9.8 | -11.6 | 0.3
Cc1ccc2[nH]c3c(c2c1)CCc1cn[nH]c1-3 | 0.9 | 1.8 | 8.1 | -43.5 | -7.5 | 21.2 | -12.0 | -3.4 | -20.2 | -5.0

Part of the list above, limited to ADAM17 inh and LEDGF integ inh.
Molecule,ADAM17 inh,LEDGF integ inh
CC(C(=O)N(C)C1CCCCC1)N1CCC(C(N)=O)CC1 (stereo unspecified),-0.7,-2.3
COc1ccc(-c2cc(C(=O)N3CCN(C(c4ccccc4)c4ccccc4)CC3)no2)cc1OC,1.4,6.6

(further entries)
SMILES | KLK7 zymogen act | LEDGF integ inh | ARFGAP1 inh | PLC-gamma1 inh | ADAM17 inh | ASAP1 inh | DDE Tn6 FP inh | TDP2 absorb | ADAM10 inh | Tn7 DDE FP
COc1cc(C(=O)NCCc2ccccc2)ccc1OCC(=O)N1CCOCC1 | 0.0 | -3.1 | 9.0 | 1.4 | -0.3 | -1.6 | 14.0 | 6.4 | -9.9 | 7.8
Cc1cccc(C(=O)NNC2=CC(=O)CC(C)(C)C2)c1O | -2.3 | 1.1 | -6.5 | -201.0 | -7.3 | 5.9 | 2.9 | -11.4 | -16.3 | 4.8
COc1ccc(C(=O)NCCC(=O)N2CCC3(CC2)NCCc2[nH]cnc23)cc1 | 0.0 | -2.7 | -1.9 | -0.9 | 0.6 | 4.8 | 5.7 | -9.9 | 4.2 | -5.0
CCN1C(=O)[C@H]2[C@@H](c3ccc(SC4CCCCC4)c(OC)c3)N3CCCC[C@@]3(C(=O)OC)[C@H]2C1=O | 0.4 | -0.5 | 9.7 | 3.4 | 7.7 | -5.1 | 0.4 | -23.5 | 13.7 | -8.1
COc1ccc(-c2ccc3[nH]c4c(c3c2)CCN2C(=O)[C@@H]([C@H](C)O)[C@@H](N(C)C(=O)Nc3cc(Cl)cc(Cl)c3)C[C@@H]42)cc1 | -17.5 | -3.0 | 8.1 | -268.4 | -97.1 | 12.9 | -0.7 | 1.4 | -290.0 | 1.7
Oc1ccc2[nH]cc(CCc3ccccc3)c2c1-c1ccccc1 | 0.2 | -2.9 | nt | -2.3 | 3.3 | nt | 0.3 | -3.2 | 3.1 | -0.1
N=c1c(C(=O)NCc2ccco2)cc2c(=O)n3ccccc3nc2n1C1CCCC1 | 8.1 | 4.8 | -4.9 | i | i | 9.7 | 5.5 | 2.1 | i | 4.0
COc1ccc(C2=NN(C(=O)c3ccccc3C(=O)O)C(c3ccccc3O)C2)cc1 (stereo unspecified) | 0.5 | 0.7 | 5.9 | -34.5 | -70.9 | 0.8 | 0.9 | 17.3 | -197.2 | 9.7
Cc1cc(C)c(N=C2SCC(=O)N2Cc2ccco2)c(C)c1 | 0.3 | 2.4 | 8.4 | 3.1 | 0.8 | -7.3 | -2.9 | 3.1 | -2.5 | -5.4
COc1ccccc1Nc1ccc([N+](=O)[O-])cn1 | 0.4 | 0.5 | -3.1 | 0.5 | 0.6 | -4.1 | -9.1 | -1.0 | -16.0 | -1.3
Cc1ccccc1OCC(=O)Nc1ccc(C(=O)Nc2ccccc2C(=O)O)cc1 | -0.2 | -0.2 | -7.6 | -3.3 | 4.3 | 2.2 | 7.5 | -2.6 | 7.4 | 3.0
COc1cccc(CN(C)C(=O)c2cccc(S(=O)(=O)N3CCN(c4ccc(F)cc4)CC3)c2)c1OC | 0.8 | -3.7 | -6.7 | -2.1 | 6.6 | -7.0 | -2.8 | -10.2 | 0.7 | -0.5
CCN(CC)C(=O)Cn1c(=O)n(-c2ccc(CC(=O)NCc3ccccc3)cc2)c(=O)c2sccc21 | -0.2 | 3.3 | 0.0 | 4.1 | 0.3 | -10.7 | -1.0 | 4.5 | 4.1 | -5.2
Cc1ccc(N2CC(c3nc4ccccc4n3C)CC2=O)cc1 (stereo unspecified) | -0.2 | -5.7 | 1.6 | 2.2 | -1.4 | 11.7 | -4.6 | 1.7 | -3.2 | -9.4
COc1ccccc1/C=N/NC(=O)c1ccccc1Cl | 0.0 | -1.4 | 13.1 | 0.7 | 0.1 | 4.6 | 2.0 | 0.3 | -4.3 | 2.9
COc1ccccc1CNC(=O)COc1cc(O)c2c(c1)OC(C)(C)CC2=O | -0.6 | 1.2 | 8.4 | 0.2 | 1.0 | -8.0 | 6.5 | -3.4 | -4.7 | -3.8
COc1ccc(-n2cc(CNCCCn3ccnc3)c(-c3ccccc3Cl)n2)cc1 | 0.3 | 2.4 | -5.2 | 0.0 | -2.0 | 18.4 | 14.2 | 6.5 | -4.3 | -1.7
CCOC(=O)CSc1nnc(CNc2ccccc2Cl)n1-c1ccccc1 | 0.5 | -1.6 | 2.8 | 0.3 | -3.4 | 15.4 | -2.8 | -11.9 | -2.8 | -3.0
CSc1ncnc2[nH]ccc12 | 0.2 | -0.3 | -1.1 | 0.8 | -1.1 | -11.8 | 7.2 | -4.5 | -10.9 | -0.2
O=C(c1ccc(F)cc1)C(C(=O)N1CCCCC1)n1ccccc1=O (stereo unspecified) | -0.5 | 4.4 | 4.6 | -2.4 | -0.7 | 1.3 | -9.2 | 7.0 | 2.7 | 5.5
CC(=O)Nc1ccc(SC[C@H](Cc2ccccc2)N2CC[C@@H](O)CCC2=O)cc1 | -0.4 | -0.2 | 3.6 | 0.4 | -5.1 | -0.1 | 4.1 | 5.8 | 8.5 | -5.8
NC(N)=NS(=O)(=O)c1ccc(N/C=C\C(=O)c2ccncc2)cc1 | 0.5 | 5.5 | -0.3 | -8.1 | 1.2 | 9.8 | -1.8 | -10.0 | 0.1 | -7.8
N#Cc1ccc(COC(=O)CN2C(=O)NC3(CCCC3)C2=O)cc1 | 0.2 | 3.8 | -9.0 | 0.1 | -1.2 | -6.4 | 0.4 | 0.7 | -1.5 | 8.0
COc1ccc(N(CC(=O)Nc2c(C)n(C)n(-c3ccccc3)c2=O)S(=O)(=O)c2ccc(C)cc2)cc1 | 0.7 | 3.7 | -8.0 | 5.2 | 1.8 | -11.5 | -2.5 | 2.7 | -4.2 | -8.5
Cc1ccc(/C=C/C(=O)OCC(=O)NCCN2C(=O)CSC2=O)cc1 | -0.1 | -4.3 | 4.7 | 2.6 | -1.4 | 6.5 | -2.4 | -12.9 | -3.6 | 8.4
O=C(c1ccc(O)cc1)c1ccc(Cl)cc1 | 0.0 | -3.3 | 3.5 | -0.4 | 1.6 | 3.9 | 7.1 | -3.4 | 10.8 | 2.4
CC1CCC2(CC1)NC(=O)N(CC(=O)Nc1cccc(C#N)c1)C2=O (stereo unspecified) | 0.4 | -4.4 | -3.2 | 2.3 | -1.3 | -0.7 | 3.2 | 1.7 | -17.4 | 1.8
CSCCC(=O)N1CCCC(N2CCN(c3cccc(C(F)(F)F)c3)CC2)C1 (stereo unspecified) | -0.2 | 3.1 | -2.3 | 2.0 | 2.1 | 3.5 | -4.1 | -2.9 | 4.8 | -7.2
CCOC(=O)N1CCN(C(=O)c2cccc(OC)c2OC)CC1 | 0.2 | -0.2 | -0.5 | 0.9 | -1.8 | -6.6 | 7.8 | 7.9 | 1.1 | -3.1
CN1OC[C@@H]2CN(Cc3ccc(Cl)cc3)[C@H](c3ccc(N4CCCCC4)cc3)C[C@@H]21 | -0.4 | -3.5 | 4.1 | 1.1 | 0.1 | -13.7 | -3.7 | -0.9 | -10.7 | 3.1
CCOc1ccc(N/C=C/C(=O)c2ccccc2)c([N+](=O)[O-])c1 | 0.4 | 3.0 | 9.9 | -0.5 | 2.4 | -9.3 | 12.0 | 1.6 | -7.0 | -7.7
O=C(CSC1=NCCS1)Nc1ccccc1F | 0.1 | 0.2 | 1.3 | 2.8 | -3.6 | -10.1 | 3.5 | -0.3 | -1.2 | 3.8
c1ccc(-c2ccccc2OCCCN2CCOCC2)cc1 | -0.3 | 2.5 | 10.1 | 1.8 | -0.6 | -6.3 | -7.8 | 10.5 | -4.4 | -2.4
